Bioassay records as filed in PubChem.
SR-BI DiI inh: mouse SR-BI HDL lipid transfer inhibition; Q61009; ldlA[mSR-BI] CHO cells, DiI-HDL uptake fluorescence, 3 h; inhibition, % at 12.5 µM; 320,000 compounds, 0.96% hits;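 active means mean replicate inhibition of at least 70% and a set share of replicates each scoring 70 or more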;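 further: 0% = median of neutral control wells and 100% = median of positive control wells; values of inactives mirror those of a sister screen read the other way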
SUMO Mot1 rescue: inhibitors of SUMOylation pathway: yeast Mot1-301 growth rescue. S. cerevisiae Mot1-301 growth rescue, ATP luminescence, 38.5C; percent above DMSO median, 100 means doubled. growth rescue, % at 18.8 µM. 320,000 compounds, 1% hits;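 active means every valid replicate shows activation above 250% relative to neutral control wells; inactive means the rest, any valid replicate at or below 250%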;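 further: OY570 slx delta 5 strain wells were the positive control but not used for scaling; some compounds called inactive have numbers as strong as hits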
PKA-R1A act: PKA-R1A complex activation | PKA-R1A dissociation, Cy5-IP20 fluorescence polarization; scaled: DMSO 0%, 113 µM cGMP 100% | activation, % at 11.4 µM | 340,000 compounds, 0.083% hits | AID 504707;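 active means percent activation above the mean of all tested compounds plus 3 SD, cut at about 19% in these data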;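 further: higher means more PKAc released from R1A so a rise in polarization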
dFosB activator: activators of mouse delta FosB homodimer; P13346; purified delta FosB, TAMRA-CDK5 oligo fluorescence polarization; percent of positive-control signal above neutral wells; activation, % at 25 µM; 340,000 compounds, 0.99% hits;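 active means mean activation above about 17%, with every replicate also reaching it, limit read from the data, passing the limit was not always enough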;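 further: fluorescence polarization rise as delta FosB binds a TAMRA Cdk5 AP-1 oligo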
NSD2 HMT inh: NSD2 (human) methyltransferase inhibition; O96028; NSD2 peptide methylation, AlphaScreen, 120 min; inhibition, % at 12.5 µM; 310,000 compounds, 0.54% hits; AID 743445; in the data active means inhibition above about 50%
PKA-R2B activ: PKA-R2B complex activation. P22694+P31323. activation, % at 11.4 µM. 340,000 compounds, 0.079% hits. PKA-R2B holoenzyme dissociation, Cy5-IP20 fluorescence polarization; R2B truncated from residue 108, S112A mutant; 0% DMSO only, 100% 113 µM cGMP. AID 504700;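 active means activation above a cutoff set at the mean over all compounds plus 3 SD, cut at about 18% in these data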;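 further: higher means more holoenzyme dissociation and a rise in polarization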
SR-BI uptake up: enhances SR-BI lipid uptake from DiI-HDL. 320,000 compounds, 0.096% hits. AID 504775. CHO ldlA[mSR-BI] cells, DiI-HDL uptake fluorescence, 3 h; 100 = double the neutral-control signal. activation, % at 12.5 µM;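 active means mean replicate activation of at least 60% and every replicate at or above 60%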;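 further: 0% = median plate neutral-control signal and 100% = twice that signal; values of inactives mirror those of a sister screen read the other way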
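System: LDL receptor-deficient CHO ldlA cells overexpressing murine SR-BI | Timing: 3 h uptake period with compound, 37 °C | Medium: HEPES-buffered (25 mM, pH 7.4) F12 plus 0.5% BSA | Dosing: Single-point compound dose | Signal: Bottom-read fluorescence, 550/595 nm | Read-out: Retained DiI signal reflecting DiI-HDL uptake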
Arrestin-AP2 inh: inhibitors of human beta-arrestin and AP2 interaction | FITC-arrestin peptide / GST-AP2 beads, flow cytometry; AP2 beta2 appendage carries R879A mutation | inhibition, % at 10 µM | 340,000 compounds, 0.31% hits;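 active means inhibition above a set limit, near 3 SD of compounds lacking own fluorescence, cut at about 54% in these data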;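 further: plate controls were DMSO wells for no effect and 5 µM unlabelled arrestin peptide for full effect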
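Measured by: flow cytometry, FL1 (488/535 nm); Material: AP2 appendage R879A on GSH beads; Evaluation: percent response; Timing: pre-incubation 12 min, peptide binding 1 h, room temperature; Also added: 50 nM FITC-arrestin peptide; Medium: PBS with 0.05% Tween 20 and 0.1% BSA.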
DSG3 Ab inh: blocks pemphigus antibody binding to human desmoglein-3. DSG3-coupled beads, scFv-anti-DSG3-GFP binding, flow cytometry; hits give low values. binding (percent of control), % at 10 µM. 310,000 compounds, 0.48% hits. AID 588358;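 active means binding more than 3 SD below its plate's average and above zero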;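 further: hits lower antibody fragment binding to DSG3; some compounds called inactive have numbers as strong as hits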
MITF act: increases MITF-driven TRPM1 promoter luciferase signal | SK-MEL-5 TRPM1-promoter luciferase, 24 h; % of positive control, neutral wells = 0 | activation, % at 12.5 µM | 300,000 compounds, 0.75% hits | AID 588334;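 active means mean activation of at least 80% with every replicate also reaching 80%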;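 further: 0% = neutral control wells and 100% = parthenolide positive control wells; values of inactives mirror those of a sister screen read the other way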
CDK5 inh: blocks human CDK5/p35 kinase activity. AID 488839. 330,000 compounds, 0.01% hits. inhibition, % at 10 µM. Q00535+Q15078. Recombinant CDK5/p35, ADP-Glo luminescence, 60 min;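 active means highest replicate inhibition of at least 50% and at least 75% of replicates reaching 50%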;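 further: plate controls were DMSO neutral control for no effect and GW8510 at 10 µM for full effect; many of its hits are not listed in these tables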
Numbers without * were called inactive; · = not tested or not shown. An unsorted share of the library. Share with any hit: about 4.7%.

Below each compound: DSG3 Ab inh	SR-BI DiI inh	PKA-R2B activ	PKA-R1A act	Arrestin-AP2 inh	CDK5 inh	NSD2 HMT inh	MITF act	SUMO Mot1 rescue	SR-BI uptake up	dFosB activator
CCOc1ccc2nc(NC(=O)c3ccc(OC)c(S(=O)(=O)N4CCOCC4)c3)sc2c1
    ·	43	2	-3	0	-1.1	-3	·	7	-43	26*
CC(=O)c1c(C)[nH]c(C(=O)OC2CCCCC2=O)c1C (stereo not drawn)
    102	-3	-13	11	-5	0.5	·	11	3	3	1
Cc1cccc(NC(=O)CN(C)C(=O)c2ccc3ccccc3n2)c1C
    103	-42	-4	6	2	-0.9	-3	-1	·	42	-9
Cc1cccc(C(C)C)c1NC(=O)C1CCN(S(=O)(=O)c2ccccc2)CC1
    121	3	8	2	-2	1.4	-1	-13	145	-3	0
Cc1cccc(CC(=O)c2c[nH]c3ccccc23)c1
    94	-5	·	·	10	0.3	19	·	32	5	0
CC(C)CCn1cnc2c1c(=O)n(CC(=O)NC(N)=O)c(=O)n2Cc1ccccc1
    99	·	-1	18	0	-1.4	1	17	4	·	-14
Cc1cc(C)n(CC(=O)NNC(=O)c2ccc(NC(=O)CC#N)cc2)n1
    89	-13	2	0	2	-1.8	-1	0	5	13	-7
CCCCN(C(=O)CSc1n[nH]c(-c2ccc(C)cc2)n1)c1c(N)n(CCCC)c(=O)[nH]c1=O
    109	13	-8	-6	16	0.7	1	8	-12	-13	-13
O=C(Cc1cc(=O)[nH]c(=O)[nH]1)NCc1ccc(Cl)cc1
    97	2	-7	-9	-10	-0.2	·	0	186	-2	-2
C=CCn1c(N2CCCCCC2)nc2c1c(=O)[nH]c(=O)n2C
    130	-27	7	1	-4	2.2	2	-1	-3	27	2
CNS(=O)(=O)c1cc(-c2nnc(Nc3ccc(NC(C)=O)cc3)c3ccccc23)ccc1C
    87	52	7	7	2	0.4	0	-2	54	-52	-16
CN(C(=O)c1ccc(COc2ccccc2Br)o1)c1ccccc1
    115	18	-5	-1	23	-1.3	7	-6	281	-18	2
Fc1cccc(-c2nn[nH]n2)c1
    103	-4	-9	-19	22	-0.1	-2	22	-7	4	0
O=C(NCc1ccco1)/C(=C\c1ccco1)NC(=O)c1ccccc1Cl
    108	-13	-10	0	18	-0.7	2	6	-4	13	7
COc1ccc(N=NC2=C(O)CC(C)(C)CC2=O)cc1
    99	-22	-8	-11	-3	3.6	5	69	-2	22	2
O=C(NCc1ccncc1)C(=O)Nc1nccs1
    114	-26	-2	-8	-7	-0.1	-2	·	-14	26	6
NC(=O)C1CCN(CC(=O)Nc2ccccc2Sc2ccccc2)CC1
    94	2	4	7	-7	0.1	0	7	5	-2	-8
Cc1nc2ccccc2c(=O)n1-c1ccc(F)c(NC(=O)c2cccs2)c1
    ·	-23	-1	-14	-10	1.7	2	-3	8	23	-6
Cc1cnnc2ccc3c(no[n+]3[O-])c12
    97	-16	1	3	-2	0.2	2	-7	-12	16	-4
CCC1(c2ccccc2)NC(=O)N(CC(=O)Nc2ccc(OC)nc2)C1=O (stereo not drawn)
    ·	-19	2	-5	8	-0.3	0	1	-11	19	5
CCCCNC(=O)CSc1nnc(-c2ccco2)n1C
    77	8	-2	-8	7	-1.0	3	6	-13	-8	-5
CN(CC(=O)NCCCN1CCOCC1)S(=O)(=O)c1ccc(Br)cc1
    103	78*	-5	-1	3	0.6	0	-3	9	-78	0
COc1cc(OC)cc(-c2c(C#Cc3ccsc3)c3cc(-c4ccc(C(N)=O)cc4)ccc3n2C)c1
    100	50	-9	-2	15	-0.9	·	-8	-28	-50	0
COc1ccc(S(=O)(=O)N2CCCC(C(=O)NCCC(C)C)C2)cc1 (stereo not drawn)
    99	-25	1	0	20	-0.3	-3	-2	78	25	-5
C=CCn1c(-c2cc(-c3ccc(C)cc3)nc3ccccc23)n[nH]c1=S
    103	10	-11	-8	-27	-2.4	6	9	·	-10	-15
CCc1nc(SCC(=O)Nc2nccs2)c2oc3ccccc3c2n1
    103	35	1	-5	2	-4.0	1	-9	4	-35	0
CC(=O)Nc1ccc(S(=O)(=O)NC2=C(N3CCN(c4ccc(F)cc4)CC3)C(=O)c3ccccc3C2=O)cc1
    96	52	-4	1	7	2.8	25	-48	18	-52	-7
Cc1ccc(-n2nnnc2SCC(=O)NC2CCCc3ccccc32)cc1 (stereo not drawn)
    143	2	-3	5	-5	-0.5	-1	4	1	-2	-6
CC1(C2CCC3(C)OC3C2)CO1 (stereo not drawn)
    101	-31	-15	1	11	0.0	·	2	·	31	-5
CN(Cc1cn(C)nc1-c1ccccc1F)Cc1nccn1C
    104	0	-9	8	16	2.0	1	1	27	0	-1
O=C(O)c1ccc(/C=N/Nc2ccc(C(F)(F)F)cn2)cc1
    101	-16	-2	-5	1	57*	-4	46	·	16	5
COc1ccc(NC(=O)c2cc3ccccc3oc2=O)c(OC)c1
    117	15	4	-10	13	0.2	0	·	1	-15	0
COc1ccc(CNC(=S)NC(C)CCc2ccccc2)cc1 (stereo not drawn)
    103	-1	4	4	-2	-1.3	-1	-5	5	1	-2
CC1=NN(c2ccccc2)C(=O)C1C(=O)c1ccc([N+](=O)[O-])cc1 (stereo not drawn)
    96	-2	0	-12	0	0.0	0	1	37	2	2
OCCN1CCN(CCCN2c3ccccc3Sc3ccc(C(F)(F)F)cc32)CC1
    ·	2	-5	-13	0	-1.2	·	0	-10	-2	4
Cc1nn(Cc2ccccc2Cl)c(C)c1NC(=O)C1C2CCC(O2)C1C(=O)O (stereo not drawn)
    95	-15	-1	11	7	2.2	7	9	·	15	-4
c1ccc(-c2noc(-c3ccno3)n2)nc1
    119	-18	3	-6	17	-3.8	-7	10	-5	18	0
COC(=O)[C@H]1Cc2cnoc2C[C@]1(C)C(=O)O
    126	-3	7	5	8	-2.0	-4	10	-16	3	9
O=C(c1ccccc1)c1nn(-c2ccc(Cl)cc2)c(=O)cc1C(F)(F)F
    95	-2	4	-16	-13	-1.1	1	-24	2	2	-6
Cc1ccc(NC(=O)CN2C(=O)NC3(CCc4ccccc43)C2=O)cc1Cl (stereo not drawn)
    107	-4	1	-5	2	-0.3	-3	10	-11	4	-6
O=C(CN1CCN(C(C(=O)Nc2ccc(F)cc2)c2ccccc2)CC1)NC1CC1 (stereo not drawn)
    103	-21	-4	-4	10	1.4	1	10	-4	21	-3
CC(C)C[C@H](NC(=O)OC(C)(C)C)C(=O)N[C@@H](CO)[C@H](O)[C@@H]1C[C@@H]1C(=O)NC1CCCCC1
    100	-9	-7	-1	21	-0.3	·	5	12	9	-3
Oc1c(Cl)cc(Cl)c(Cl)c1CN1CCOCC1
    113	6	2	-5	20	1.2	1	-11	·	-6	0
Cc1cc(C)c(Cn2c3ccccc3c3cnn(CC(=O)NCCN4CCOCC4)c(=O)c32)c(C)c1
    101	0	-12	4	-1	-0.5	0	17	-22	0	-7
CCCCC(=O)Nc1ccc(C)c(S(=O)(=O)N2CCCCCC2)c1
    100	32	0	-1	8	-0.4	-4	-8	22	-32	-11
C=CCn1c(-c2ccccc2OCC)n[nH]c1=S
    100	-3	0	-12	-2	-0.3	-1	-28	-3	3	-15
O=C(NCc1ccc(F)cc1)c1cc(-c2ccco2)on1
    106	-18	6	-5	5	-2.3	4	16	-3	18	4
O=C(c1cnccn1)N(Cc1ccco1)C1(C(=O)NC2CCCCC2)CCCCC1
    77	-11	-1	6	16	0.0	-2	·	3	11	2
CC(C(=O)NCc1ccccc1)N1CCN(c2ccc(F)cc2)CC1 (stereo not drawn)
    98	-14	-7	0	-6	0.0	1	1	-2	14	-3
CC(C)n1c(-c2ccccc2F)n[nH]c1=S
    102	-20	-15	-6	22	0.6	0	5	8	20	-6
CN(CC(=O)Nc1ccccc1C(F)(F)F)C(=O)Cc1ccccc1F
    115	·	2	-8	-2	0.3	18	7	-20	·	4
CCOc1ccc(N(CC(=O)NCc2ccc(F)cc2)C(=O)c2snc(C(N)=O)c2N)cc1
    110	·	-2	6	-4	0.2	21	·	6	·	1
CSc1ccc(NC(=O)Nc2cc(C)ccn2)cc1
    94	5	-12	-9	8	4.0	-3	36	-19	-5	-2
O=C1CCCC2=C1C(c1cccc(O)c1)C1=C(N2)c2ccccc2C1=O (stereo not drawn)
    101	20	-1	2	39	0.4	0	-5	18	-20	2
